CF NFkB block: blocks PAF-induced NF-kB reporter in cystic fibrosis cells; 360,000 compounds, 0.86% hits; KKLEB NF-kB-GFP reporter, GFP fluorescence overnight; AID 588850; inhibition, % at 5 µM;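 active means at least 50% inhibition at 5 µM, scaled per plate between neutral and stimulator controls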;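 further: PAF is a Pseudomonas aeruginosa culture filtrate used as stimulus; plate controls were PAF-stimulated DMSO wells for no effect and unstimulated DMSO wells for full effect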
Peg3 promoter: inhibitors of Peg3 promoter; HeLa PEG-Prom luciferase reporter, luminescence, overnight; inhibition, % at 20 µM; 360,000 compounds, 1.7% hits;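 active means inhibition of at least 50% at 20 µM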
aDG glyco up: increases alpha dystroglycan glycosylation; Pro5-aDG cells, alpha-DG glycosylation AlphaScreen (IIH6); 0% Pro5, 100% B10-LARGE cell signal; activation, % at 10 µM; 360,000 compounds, 0.22% hits;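 active means activation of at least 8% versus controls, or a plate z-score of at least 8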;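 further: Pro5 are CHO cells carrying HIG-tagged alpha-DG that lacks glycosylation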
TWEAK Fn14 block: TWEAK-Fn14 signaling inhibition; TWEAK-stimulated Fn14 reporter cells, luciferase luminescence, 8 h; inhibition, % at 10 µM; AID 1159606; 360,000 compounds, 2% hits; in the data active means inhibition above about 50%
MITF TRPM1 inh: MITF TRPM1 promoter inhibition in SK-MEL-5 cells; inhibition, % at 12.5 µM; AID 488899; 330,000 compounds, 0.83% hits; SK-MEL-5 TRPM1 promoter luciferase, 24 h;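 active means mean inhibition across replicates of 60% or more, whatever share of single replicates reaches that level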; further: values of inactives mirror those of a sister screen read the other way
HIF-2a inh: HIF-2a inhibition | 360,000 compounds, 0.72% hits | 786-0 RCC cells HIF-2a reporter, luciferase luminescence, overnight | inhibition, % at 18.8 µM | AID 624352;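 active means inhibition of the luminescence signal of 40% or more relative to plate controls, in a single-dose primary screen at 18.75 µM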
Shn3 inh set2: inhibitors of Schnurri-3 3'UTR reporter in osteoblasts. Clone20 osteoblast Shn3 3'UTR firefly luciferase, 24 h. inhibition, % at 12.5 µM. 360,000 compounds, 0.52% hits;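 active means mean inhibition of at least 75% with every replicate also reaching 75%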;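 further: 0% = median of neutral control wells and 100% = pilot-screen positive control compound; some compounds past the cut are filed as inactive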
NR2E3 ag-1: human photoreceptor-specific nuclear receptor agonism | inhibition of corepressor binding, % at 3.98 µM | Q9Y5X4 | AID 602229 | CHO-S Gal4-NCOR/VP16-NR2E3 two-hybrid, luciferase | 360,000 compounds, 0.35% hits;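 active means inhibition above the mean of all tested compounds plus 3 SD, cut at about 70% in these data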;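 further: 0% = DMSO with NR2E3 transfected cells and 100% = cells lacking NR2E3 construct; higher means lower luciferase signal from less NR2E3 corepressor binding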
Target sequence (Q9Y5X4 whole entry, looked up, the tested form may be a part): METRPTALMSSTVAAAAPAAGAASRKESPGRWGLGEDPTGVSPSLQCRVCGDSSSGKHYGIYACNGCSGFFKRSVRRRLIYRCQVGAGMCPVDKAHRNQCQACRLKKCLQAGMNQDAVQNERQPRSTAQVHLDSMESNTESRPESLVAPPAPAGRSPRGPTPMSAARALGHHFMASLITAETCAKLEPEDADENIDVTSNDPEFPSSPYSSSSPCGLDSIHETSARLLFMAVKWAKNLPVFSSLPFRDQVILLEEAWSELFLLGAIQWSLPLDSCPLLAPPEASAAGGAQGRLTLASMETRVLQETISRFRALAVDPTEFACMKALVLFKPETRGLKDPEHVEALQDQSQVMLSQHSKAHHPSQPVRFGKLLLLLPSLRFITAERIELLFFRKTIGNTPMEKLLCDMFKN
hiPSC survival: enhancers of human iPSC single-cell survival; hiPSC single-cell survival, ATPlite luminescence; 100% = ROCK inhibitor wells, 0% = DMSO; survival enhancement, % at 20 µM; 360,000 compounds, 0.044% hits; in the data active means survival enhancement above about 18%;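 further: cells exposed to compounds for 16 hours before the ATP read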
KKLEB cytotox: counter-screen for CF NF-kB inhibitors: cytotoxicity; KKLEB CF airway cells viability, ATPlite luminescence, overnight; hits give low values; cells stimulated with P. aeruginosa culture filtrate; 360,000 compounds, 0.36% hits; activity change (cytotoxicity), % at 5 µM;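 active means corrected activity change at or below -50% at 5 µM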
NR2E3 ag-2: NR2E3 (human) agonism; 320,000 compounds, 0.12% hits; GST-NR2E3/biotin-RetCOR TR-FRET, 1536-well; AID 2300; inhibition of corepressor binding, % at 4.78 µM;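 active means percent inhibition above the cutoff of mean plus 3 SD of all tested compounds, set per screening campaign, cut at about 20% in these data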;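 further: 0% = DMSO wells and 100% = biotin wells as full block of FRET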
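Material: NR2E3–RetCOR corepressor complex | Quantity: 1.35 nM GST-tagged NR2E3 final | Schedule: 5 h at 4 °C | Replication: Singlicate compound wells | Reagent: RetCOR corepressor, biotinylated, 7 nM | Controls: Biotin wells as high control, 0.6% DMSO wells as low control | Signal: TR-FRET, Eu(K)-anti-GST donor, streptavidin-D2 acceptor, ex 340, em 617/671 nm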
* = called active by the depositor; nt = no result given.

SMILES	CF NFkB block	Peg3 promoter	aDG glyco up	TWEAK Fn14 block	MITF TRPM1 inh	HIF-2a inh	Shn3 inh set2	NR2E3 ag-1	hiPSC survival	KKLEB cytotox	NR2E3 ag-2
O=C(N/C(=C\c1ccc(Cl)cc1)C(=O)N1CCCCC1)c1ccco1	1	18	-0.1	-9	-3	0	-25	10	-0.3	8	2
NS(=O)(=O)c1ccc(CNC(=O)/C=C/c2ccccc2)cc1	12	2	0.3	-20	2	9	-22	-2	-2.4	-4	0
COC(CNC(=O)[C@H](CSCc1ccccc1)N1Cc2ccccc2C1=O)OC	0	4	0.0	12	6	9	18	-11	-2.1	-1	-1
O=C(CCN1C(=O)/C(=C\c2ccccc2F)SC1=S)Nc1ccc(C(=O)O)c(O)c1	-31	4	-0.1	-2	-3	-6	4	-17	-0.3	1	-1
C=CCn1cnc2c(c1=O)c1nc3ccccc3nc1n2/N=C/c1ccccn1	-179	17	-0.2	-28	1	-45	-22	-1	-1.3	21	nt
COc1ccc2oc(-c3ccc(C)c(NC(=O)c4ccc(N5CCOCC5)c([N+](=O)[O-])c4)c3)nc2c1	26	-235	-0.3	0	-25	-96	-37	-113	-0.2	-20	1
CC[C@@]1(C(=O)OC)N[C@H](CN(C)C(=O)Nc2ccccc2)[C@@H]2C(=O)N(C)C(=O)[C@@H]21	-5	-11	-0.2	-16	3	-8	-12	-16	2.3	14	nt
CCOC(=O)N1CCN(C(=O)c2ccc(CS(=O)c3ccccc3)o2)CC1 (stereo not drawn)	-14	12	-0.3	5	-4	5	6	0	-0.2	16	-4
CCc1ccc2nc(NC(=O)c3cc(C)on3)sc2c1	-5	-190	-0.4	-16	-16	-247	-87	-250	-0.6	-17	0
CCCOc1ccc(Cn2c(=O)oc3ccc(C)cc32)cc1	8	11	0.1	-5	12	-7	-5	-16	-0.1	-7	3
Cc1ccccc1NC(=S)NC(NC(=O)C(C)(C)C)C(Cl)(Cl)Cl (stereo not drawn)	2	15	1.6	3	-4	6	-6	-6	-3.9	1	0
COCCCn1c(C)nnc1SCC(=O)Nc1ccc(C(C)=O)cc1	-5	5	0.0	-4	3	9	-5	-14	-0.1	-3	2
O=C(Nc1ccc(OCC(=O)N2CCN(S(=O)(=O)c3ccccc3)CC2)cc1)c1ccco1	-6	6	0.1	-3	-4	-9	-3	17	-3.0	10	0
COc1ccc(C(=O)NCCS(=O)(=O)N2CCCC2)cc1	-8	-18	0.1	-15	-12	-29	-15	-28	2.1	7	1
N#Cc1ccccc1OCC(=O)Nc1ccc2c(c1)OCO2	-25	-337	-0.2	2	nt	-256	-78	-47	-2.7	10	nt
Cc1ccc(-c2nnc(SCC(=O)NC3CCCc4ccccc43)n2N)cc1 (stereo not drawn)	3	-7	0.5	-37	16	-9	1	-13	0.4	-6	-2
O=C(Nc1ccc(N2CCOCC2)cc1)c1ccc2ncsc2c1	2	-104	0.6	6	2	-151	-28	-106	0.1	-8	nt
COC(=O)COc1ccc(S(=O)(=O)NCc2ccc3c(c2)OCO3)cc1C	-20	-4	-0.2	1	3	23	14	-13	-0.4	8	1
O=C(NNS(=O)(=O)c1ccc([N+](=O)[O-])cc1)C(=O)Nc1cccc(C(=O)O)c1	-7	-14	5.8	-1	7	9	-13	-7	-0.3	4	3
COc1ccc(NC(=O)COC(=O)Cn2c(C)nc3ccccc32)cc1OC	2	5	0.3	10	-3	16	-9	-8	7.6	-3	0
O=C(NC(=S)N1CCN(c2ccc(C(F)(F)F)cc2[N+](=O)[O-])CC1)c1cccs1	2	24	0.2	-48	3	12	5	32	-3.8	-26	3
CNc1nc(-c2ccc(S(=O)(=O)N3CCCCC3)cc2)cs1	-5	0	-0.1	8	-10	-14	4	54	2.0	-2	7
COc1ccccc1CNC(=O)COC(=O)c1cnc(C)cn1	2	0	0.3	11	nt	3	-11	-9	2.8	-2	nt
CCN(CC)S(=O)(=O)c1ccc(Cl)c(NC(C)=O)c1	-1	-2	-0.2	-2	3	15	9	-3	1.8	-26	1
CCn1c(SCc2cccc(F)c2)nnc1-c1ccncc1	11	12	0.0	7	3	-14	-37	7	0.3	10	nt
O=C(CCC(=O)N1CCCCC1)Nc1nnc(C2CCCCC2)s1	2	-12	0.0	6	10	-10	-6	-20	0.3	-13	1
CCOC(=O)C1(Cc2ccccc2C)CCCN(C(=O)c2cc(CC)nn2C)C1 (stereo not drawn)	9	6	0.3	-9	-12	-11	-7	4	-0.6	6	2
COC(=O)C1C(=O)/C(=C/N(C)C)C(=O)CC1(C)C (stereo not drawn)	11	3	-0.2	-6	-15	8	-11	-21	-3.5	6	-1
CC(C(=O)Nc1ccccc1C(=O)N1CCCC1)n1nnc2ccccc21 (stereo not drawn)	-9	1	0.0	0	12	10	7	-33	-0.5	8	7
CSc1ccc(C(=O)C2CCCN(C(=O)c3nn(C)c(=O)c4ccccc34)C2)cc1 (stereo not drawn)	2	19	0.9	17	16	8	33	8	-0.7	0	1
Cc1ccc(N2C(=O)N(CC(=O)N(C)Cc3ccccc3)C(=O)C2C)cc1 (stereo not drawn)	1	15	0.0	8	16	-1	3	-5	-0.4	2	1
COCCNC(=O)/C(C#N)=C1\N=C(NC(=O)c2cccs2)c2ccccc21	-8	11	-0.1	12	-24	-3	-15	-1	-0.3	-4	-3
COc1cccc(CNC(=O)C(C)n2ccc3cc(S(=O)(=O)N4CCCCCC4)ccc32)c1 (stereo not drawn)	22	32	0.7	18	-5	19	28	-17	-0.4	-10	0
Cc1csc(NC(=O)CSc2nc(=O)n(CCN(C)C)c3c2CCCC3)n1	-2	4	0.6	-18	-6	11	-41	5	-0.4	6	-2
C=CCn1c(SCC(=O)CC(=O)OCC)nc2cc(C(=O)N3CCC(C(N)=O)CC3)ccc2c1=O	7	8	0.0	-5	-2	14	-6	-17	0.6	-9	-1
O=C(O)c1ccc(OCCN2CCCC2=O)cc1	-10	7	0.0	5	5	8	-12	-1	0.5	7	6

3 entries from above, bar-delimited:
structure | CF NFkB block | Peg3 promoter | aDG glyco up | TWEAK Fn14 block | MITF TRPM1 inh | HIF-2a inh | Shn3 inh set2 | NR2E3 ag-1 | hiPSC survival | KKLEB cytotox | NR2E3 ag-2
COc1cccc(CNC(=O)C(C)n2ccc3cc(S(=O)(=O)N4CCCCCC4)ccc32)c1 (stereo not drawn) | 22 | 32 | 0.7 | 18 | -5 | 19 | 28 | -17 | -0.4 | -10 | 0
Cc1csc(NC(=O)CSc2nc(=O)n(CCN(C)C)c3c2CCCC3)n1 | -2 | 4 | 0.6 | -18 | -6 | 11 | -41 | 5 | -0.4 | 6 | -2
C=CCn1c(SCC(=O)CC(=O)OCC)nc2cc(C(=O)N3CCC(C(N)=O)CC3)ccc2c1=O | 7 | 8 | 0.0 | -5 | -2 | 14 | -6 | -17 | 0.6 | -9 | -1

The listing continues.
SMILES	CF NFkB block	Peg3 promoter	aDG glyco up	TWEAK Fn14 block	MITF TRPM1 inh	HIF-2a inh	Shn3 inh set2	NR2E3 ag-1	hiPSC survival	KKLEB cytotox	NR2E3 ag-2
COc1ccc(NC(=O)Nc2cccc3[nH]c([C@@H]4O[C@H](CO)[C@@H](O)[C@H](O)[C@H]4O)nc23)cc1OC1CCCC1	3	-24	-0.3	-8	nt	0	1	13	0.7	3	nt
COc1cccc(Cn2c(Oc3ccccc3)nc3c2c(=O)n(C)c(=O)n3C)c1	-2	14	0.3	-17	0	7	24	-20	0.4	2	-2
Cc1cccc(NC(=O)CSc2nc(=O)n(CCCN3CCOCC3)c3c2CCCC3)c1C	2	-2	-0.3	25	nt	5	5	-12	-1.7	6	nt
c1cc(CNCCN2CCNCC2)ccn1	-29	-14	-0.2	11	10	-11	4	32	3.1	4	nt
CCc1ccc(NC(=O)C(=O)NCCN2CCN(C(=O)c3ccc(OC)cc3)CC2)cc1	-12	-3	0.5	15	nt	-12	9	-9	-1.8	1	nt
COC(=O)CCc1n[nH]c(=O)[nH]c1=O	23	-8	-0.1	6	-2	9	11	5	-0.3	-6	1
Cc1ccc(C(=O)N2CCC(N3CCC(C(=O)N4CCOCC4)CC3)CC2)cc1	11	-7	-0.2	0	nt	5	0	-13	0.2	2	nt
O=C(/C=C/c1ccccc1O)c1ccco1	14	10	0.0	23	-5	-16	-10	-7	-0.5	3	-1
CC1=C(C)CC(C(=O)NCCc2ccc(F)cc2)C(C(=O)O)C1 (stereo not drawn)	-21	5	0.0	-6	9	20	-11	-5	-0.6	-2	-2
CCOc1ccc(/C=N/n2c(SC)nnc2-c2ccccc2)cc1OCC	26	7	0.3	-6	-23	11	3	9	-0.8	-16	3
CCOC(=O)NN1C(=O)c2ccccc2NC1c1cccs1 (stereo not drawn)	-5	-3	-0.2	-10	-8	12	13	-5	-0.2	5	1
CCOc1ccc(CN2CCCN(C)CC2)cc1	10	2	0.1	3	0	3	-1	0	0.6	-6	5
O=C1NC[C@H](Cc2ccccc2)N(CC2CCN(CC3CCCC3)CC2)C1=O	3	-3	0.1	1	6	-2	-31	-17	-0.2	-2	nt
Cc1csc(SC(C)C(=O)NCc2ccc3c(c2)OCO3)n1 (stereo not drawn)	4	6	-0.1	13	-14	13	3	-6	-0.3	6	0
O=C(CCl)Nc1cccc(S(=O)(=O)N2CCCCCC2)c1	0	73*	-0.1	17	75*	46*	-7	-25	-2.7	-41	2
Cc1cccc[n+]1CC(=O)c1ccc(NC(=O)c2ccccc2)cc1	6	-5	-0.1	-6	-2	0	-5	-22	3.7	-4	4
COc1ccc(C(=O)NCC2COc3ccccc3O2)cc1S(=O)(=O)N1CCOCC1 (stereo not drawn)	7	16	-0.1	6	-4	17	-13	6	-0.8	12	-3
CCc1ccccc1NC(=O)c1cc(-c2ccc(OC)cc2)on1	-2	-35	-0.1	-10	-37	5	7	-5	-0.2	-3	-3
C/C(=N/NC(=O)c1cc(C2CC2)[nH]n1)c1cccs1	14	63*	0.4	89*	50	49*	49	-123	-4.9	-12	3
COc1cc(/C=N/NC(=O)C(Cc2c[nH]c3ccccc23)NC(=O)OCc2ccccc2)cc([N+](=O)[O-])c1O (stereo not drawn)	3	7	-0.3	10	5	30	-7	6	-0.7	4	-1
COc1ccc(-c2cc(OC)c3ccccc3n2)cc1	-31	-20	0.1	-17	2	-75	0	-25	-2.0	7	-2
CCOC(=O)C1(CCOc2ccccc2)CCN(Cc2cc(OC)c3c(c2)OCO3)CC1	26	20	1.4	-3	8	14	39	-24	-1.7	-6	-1
COc1ccc(C(=O)COc2cccc(NC(=O)c3ccco3)c2)cc1	8	-15	0.0	-3	4	-23	18	4	6.8	7	-2
CCOC(=O)C1=NOC(C(=O)NN(C)c2ncc(C(F)(F)F)cc2Cl)C1 (stereo not drawn)	8	8	-0.5	-19	-2	9	2	-9	-1.3	-5	2
CCN(CC)CC(=O)N1c2ccccc2Oc2c(c(=O)n(C)c(=O)n2C)C1c1cccc([N+](=O)[O-])c1 (stereo not drawn)	-1	17	-0.1	2	-45	12	-11	5	0.3	1	1
CSc1nc2nc3c(cc2c(=O)n1-c1cccc(C)c1)COC(C)(C)C3	-10	4	0.1	-23	nt	7	27	-11	-0.4	-3	1

Bioassay records (PubChem)
